# AmpC inh no detg: blocks E. coli AmpC beta-lactamase in detergent-free assay. P00811. AmpC nitrocefin hydrolysis, absorbance 480 nm, 0.0001% Triton. Potency, µM (series often up to 57.1 µM), without a hit: at the highest dose activity change, negative = inhibition, hits mostly inhibitors. 330,000 compounds, 0.52% hits. AID 485341;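 further: potency means the concentration at half of the fitted maximal effect; plate controls were no compound for no effect and no enzyme for full effect; nearly all actives have a fitted effect of over 20% in size; some results filed as inactive show a strong effect at the top dose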
# Target sequence (P00811 whole entry, looked up): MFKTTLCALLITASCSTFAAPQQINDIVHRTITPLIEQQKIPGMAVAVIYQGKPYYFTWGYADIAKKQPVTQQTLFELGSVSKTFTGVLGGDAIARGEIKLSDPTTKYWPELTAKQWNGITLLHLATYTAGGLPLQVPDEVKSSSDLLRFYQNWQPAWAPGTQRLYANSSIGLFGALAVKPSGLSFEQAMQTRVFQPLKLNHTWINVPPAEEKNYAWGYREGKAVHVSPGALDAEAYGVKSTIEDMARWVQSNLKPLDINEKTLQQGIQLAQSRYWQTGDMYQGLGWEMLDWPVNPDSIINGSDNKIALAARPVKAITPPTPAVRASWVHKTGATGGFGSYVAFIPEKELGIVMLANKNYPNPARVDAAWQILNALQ
#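 AmpC (5.3 nM in the dispensed reagent) in 20 mM phosphate pH 7.0 with 0.01% (detergent screen) or 0.0001% Triton X-100 was preincubated with compounds for 15 min at room temperature. Nitrocefin was then added from an 800 uM solution, and hydrolysis was followed at 480 nm.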
# Tb PYK inh: T. brucei pyruvate kinase inhibition | TbPYK enzyme, Kinase-Glo Plus ATP luminescence, 45 min | AID 624173 | Q57TT1 | Potency, µM (doses to about 76.8 µM), for inactives: top-dose activity, negative = inhibition, most hits filed as inhibitors | 410,000 compounds, 0.12% hits; further: potency means the concentration at half of the fitted maximal effect; nearly all actives have a fitted effect of over 50% in size
#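 Luminescence from Kinase-Glo Plus, added after a 45-minute room-temperature reaction, served as the end-point read-out. The enzyme and substrate were preincubated with compound before ADP (130 uM final) initiated turnover. Concentration-effect curves came from normalized qHTS data.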
# LmPK inhibitor: blocks Leishmania mexicana pyruvate kinase activity. purified LmPK, Kinase-Glo ATP luminescence, 1 h. Potency, µM (highest dose often 57.5 µM), inactives show top-dose activity change, negative = inhibition, hits mostly inhibitors. 290,000 compounds, 0.37% hits. AID 1721; further: potency means the concentration at half of the fitted maximal effect
# Target sequence (Q27686 whole entry, looked up): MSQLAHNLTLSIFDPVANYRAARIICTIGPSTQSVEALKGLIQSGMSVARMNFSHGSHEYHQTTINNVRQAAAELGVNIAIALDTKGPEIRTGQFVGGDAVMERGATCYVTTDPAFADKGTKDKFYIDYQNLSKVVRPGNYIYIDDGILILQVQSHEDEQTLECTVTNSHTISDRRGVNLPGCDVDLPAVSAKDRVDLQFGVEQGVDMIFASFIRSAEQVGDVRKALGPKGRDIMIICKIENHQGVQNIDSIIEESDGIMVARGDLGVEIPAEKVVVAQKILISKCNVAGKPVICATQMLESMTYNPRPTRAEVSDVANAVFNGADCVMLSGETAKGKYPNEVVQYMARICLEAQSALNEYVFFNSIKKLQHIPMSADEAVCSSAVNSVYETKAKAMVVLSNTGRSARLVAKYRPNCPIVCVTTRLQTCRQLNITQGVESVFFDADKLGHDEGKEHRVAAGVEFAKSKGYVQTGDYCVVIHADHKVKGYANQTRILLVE
#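 qHTS format; LmPK 0.1 nM; substrates PEP 0.5 mM and ADP 0.1 mM. One-hour room-temperature incubation, then coupled luciferase luminescence; 0.5 nM enzyme wells mark activation.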
# AmpC detergent: AmpC beta-lactamase inhibition with detergent present; P00811; AmpC hydrolysis of nitrocefin, absorbance 480 nm, 0.01% Triton; Potency, µM (doses to about 114 µM), for the others: at the highest dose activity change, negative = inhibition, most hits filed as inhibitors; 370,000 compounds, 0.041% hits; AID 485294;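 further: potency means the concentration at half of the fitted maximal effect; 0% = no-compound wells and -100% = no-enzyme wells; nearly all actives have a fitted effect of over 25% in size; some results filed as inactive show a strong effect at the top dose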
#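 20 mM phosphate pH 7.0 + 0.01% (detergent screen) or 0.0001% Triton X-100; 5.3 nM AmpC reagent; cpd preinc 15 min RT; nitrocefin (800 uM stock) to start; A480 q20 s × 4 min; Activity was normalised to no-enzyme and no-compound control wells.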
# AMA1-RON2 inh: AMA1-RON2 (P. falciparum) interaction inhibition; AlphaScreen AMA1-biotinylated RON2 peptide binding; Potency, µM (doses to about 58.2 µM), inactives show at the top dose activity change, negative = inhibition, most hits filed as inhibitors; 360,000 compounds, 0.2% hits;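 further: potency means the concentration at half of the fitted maximal effect; 0% = vehicle wells and -100% = peptide control; nearly all actives have a fitted effect of over 45% in size; some results filed as inactive show a strong effect at the top dose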
#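 AMA1 (3D7) with his tag at 25 nM final met compounds first, then biotinylated RON2 peptide at 25 nM; detection used donor plus acceptor beads, 10 µg/mL apiece, read by AlphaScreen after 30 min at room temperature.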
# HCV inhibitor: HCV inhibition | AID 651820 | Huh7.5.1 HCVcc-Cre infection, luciferase reporter, 44 h | 340,000 compounds, 3.4% hits | Potency, µM (top dose mostly 41.8 µM), inactives show at the highest dose activity change, negative = inhibition, hits mostly inhibitors; further: potency means the concentration at half of the fitted maximal effect
#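 Seed cells (1,000/well) for 4 h; treat with compound and infect with HCVcc-Cre, moi about 0.5. Incubate 44 h, then detect luciferase activity.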
# HCMV inh: inhibitors of human cytomegalovirus. HFF cells, HCMV-luciferase reporter, 72 h; stronger effect = lower value. 410,000 compounds, 4.5% hits. activity change, negative = inhibition, % at 57.5 µM. AID 1259415; in the data active means activity change below about -60%; inconclusive means no clear call, values can overlap the other calls; inactive means above about -39%
#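 Cell-based, HFFs, 1000 cells/well, 16 h 37C; cpds in DMSO + HCMV-luc, MOI 1 PFU/cell; 72 h 37C; OneGlo luminescence after 5 min RT; norm. to buffer vs Salinomycin 10uM.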
# * hit, by the source's call; ? = inconclusive; / = not tested or not shown; [ ] = another dose, or the depositor's remark. Unless noted, the call rests on the fitted dose curve; in most records, active means well fitted curve in the direction sought with a large enough effect; inconclusive means small, poorly fitted or top-dose-only effect, or another doubt; inactive means no such curve, though single readings can be large; an effect the other way counts as inactive or inconclusive. Unless noted, on the % scale 0 is the no-effect control and ±100 the full control effect. Hits appear at their usual frequency; about 7.5% have a hit in one of these screens.
Structure	AmpC inh no detg	Tb PYK inh	LmPK inhibitor	AmpC detergent	AMA1-RON2 inh	HCV inhibitor	HCMV inh
CC1CCN(c2c(NCC3CCC(C(=O)NCc4ccc(F)cc4)CC3)c(=O)c2=O)CC1 (stereo unspecified)	44%	7%	3%	-2%	1%	-3%	-28
Cc1onc(-c2ccccc2Cl)c1C(=O)Nc1sc2c(c1C(N)=O)CCC(C)C2 (stereo unspecified)	-40%	-7%	-5%	-7%	11%	?	-36
Cc1nc(N2CCCC2)ncc1C(=O)NCc1ccc(F)cc1	/	4%	/	-6%	/	/	-14
COc1ccc(Cl)cc1NC(=O)CN(C)C(=O)c1ccc2n[nH]nc2c1	-36%	1%	/	-4%	17%	-1%	8
COc1ccc(CC(NC(C)=O)C(=O)NC2CCN(C(=O)C3CCCCC3)CC2)c(OC)c1 (stereo unspecified)	30%	0%	6%	4%	-1%	-9%	-31
C#CCOCCOCCOCCNc1nc(N2CCN(C(=O)CCCCCCCCCCNC(=O)Cn3cc(C[C@@H](C)O)nn3)CC2)nc(N2CCN(C(=O)CCCCCCCCCCNC(=O)[C@@H](CCC(=O)O)n3cc(CCCCCN)nn3)CC2)n1	303%[activator]	3%	/	0%	?	11%	20
CCN(CC)C(=O)Cn1cc(SCC(=O)Nc2ccccc2F)c2ccccc21	/	-7%	/	14%	/	/	4
Cn1c(=O)c2c(nc(Oc3ccccc3N)n2C)n(C)c1=O	-6%	-3%	-5%	?	0%	6%	15
Cc1ccc(C(=O)Nc2ccc3c(c2)OCO3)cc1S(=O)(=O)N1CCCC1	-28%	-10%	3%	-10%	-6%	?	5
O=C(CSc1nc2ccccc2s1)N1CCN(C(=O)c2ccco2)CC1	57%	-1%	-5%	-6%	-2%	8%	10
O=C(Nc1ccc(Br)cc1)c1cnc[nH]1	-16%	6%	-2%	?	0%	3%	46
CCOc1ccccc1CNC(=O)CCc1cn(Cc2ccc(Cl)cc2)c2ccccc12	/	4%	/	21%	/	/	?
COc1ccc(C(=O)N2CCN(S(=O)(=O)c3ccc(Cl)cc3)CC2)cc1S(=O)(=O)N1CCOCC1	/	-1%	/	/	-10%	1%	-20
C#CCN1C(C)=C(C(=O)OC)C(c2cccc([N+](=O)[O-])c2)C(C(=O)OCC)=C1C (stereo unspecified)	-18%	3%	/	?	-5%	?	-29
COc1cc(C(=O)NCc2nnc(SCC(=O)N3CCCCCC3)o2)cc(OC)c1OC	45%	2%	-7%	?	11%	-6%	15

# 6 records drawn at random from the list so far:
Structure	AmpC inh no detg	Tb PYK inh	LmPK inhibitor	AmpC detergent	AMA1-RON2 inh	HCV inhibitor	HCMV inh
Cc1onc(-c2ccccc2Cl)c1C(=O)Nc1sc2c(c1C(N)=O)CCC(C)C2 (stereo unspecified)	-40%	-7%	-5%	-7%	11%	?	-36
CCOc1ccccc1CNC(=O)CCc1cn(Cc2ccc(Cl)cc2)c2ccccc12	/	4%	/	21%	/	/	?
Cc1nc(N2CCCC2)ncc1C(=O)NCc1ccc(F)cc1	/	4%	/	-6%	/	/	-14
COc1ccc(CC(NC(C)=O)C(=O)NC2CCN(C(=O)C3CCCCC3)CC2)c(OC)c1 (stereo unspecified)	30%	0%	6%	4%	-1%	-9%	-31
CC1CCN(c2c(NCC3CCC(C(=O)NCc4ccc(F)cc4)CC3)c(=O)c2=O)CC1 (stereo unspecified)	44%	7%	3%	-2%	1%	-3%	-28
Cc1ccc(C(=O)Nc2ccc3c(c2)OCO3)cc1S(=O)(=O)N1CCCC1	-28%	-10%	3%	-10%	-6%	?	5

# Additional entries follow.
Structure	AmpC inh no detg	Tb PYK inh	LmPK inhibitor	AmpC detergent	AMA1-RON2 inh	HCV inhibitor	HCMV inh
CC(=O)c1sc(NC(=O)c2ccc3c(c2)OCO3)nc1C	-6%	-2%	-13%	-14%	-6%	-18%	104
CCOc1ccc2nc(N3CCC(C(=O)NC4CCCCC4)CC3)sc2c1	2%	-3%	1%	-9%	-9%	-6%	-7
O=C(CN1C(=O)S/C(=C\c2ccc(F)cc2)C1=O)Nc1cccc(S(=O)(=O)NCc2ccco2)c1	-60%	8%	5%	5%	2%	-15%	-98*
CCc1oc(C(=O)OC)cc1CSC(=N)N	-21%	-3%	5%	11%	1%	?	-12
CCc1nnc(NS(=O)(=O)c2ccc(NC(=O)/C=C/C(=O)O)cc2)s1	-7%	-6%	-2%	-7%	0%	?	86
CC(C)C(=O)Nc1ccc(C(=O)NCc2cccnc2)cc1	-6%	0%	-4%	?	6%	4%	-4
CC(NC(=O)c1cc([N+](=O)[O-])cc([N+](=O)[O-])c1)c1ccc(-n2ccnc2)cc1 (stereo unspecified)	-32%	-6%	-8%	1%	-2%	-7%	10
COc1ccc(CNc2ncnc3c2nc2n3CCCC2)cc1	/	1%	/	-4%	/	/	15
C[C@H](CO)N1C[C@H](C)[C@H](CN(C)C(=O)c2ccccc2)OCc2ccccc2-c2c(n(C)c3ccccc23)C1=O	/	3%	/	/	-6%	/	-10
Cc1ccc(C)c(NC(=O)Cn2c(=O)n(CCC(=O)NCc3ccc4c(c3)OCO4)c(=O)c3ccccc32)c1	/	4%	/	16%	/	/	-2
O=S(=O)(c1cc(Cl)cc(Cl)c1)N1Cc2cc(-c3cccc(F)c3)ccc2-n2nncc2C1	/	-1%	/	/	6%	/	-9
COCCN1C(=O)CCC1(C)c1nnnn1-c1c(C)cccc1C (stereo unspecified)	/	-7%	/	/	-24%	/	1
Cc1ccc(C)c(NC(=O)CN(C)C(=O)c2cc3ccccc3oc2=O)c1	8%	0%	/	/	4%	5%	90
CCC(c1nnnn1-c1ccc2c(c1)OCCO2)N1CCN(c2ccc(OC)cc2)CC1 (stereo unspecified)	/	1%	/	/	?	/	-38
Cc1ccc(Oc2nc3c(c(=O)n(Cc4ccccc4F)c(=O)n3C)n2C)cc1	-23%	7%	1%	-12%	-13%	-11%	-15

Structure	AmpC inh no detg	Tb PYK inh	LmPK inhibitor	AmpC detergent	AMA1-RON2 inh	HCV inhibitor	HCMV inh
O=C(CSc1nc(-c2cccs2)cc(C(F)(F)F)n1)NCCCN1CCOCC1	26%	2%	0%	-10%	-1%	?	7
COc1ccc(C(=O)c2sc(Nc3ccccc3)nc2C)cc1	-35%	2%	5%	-7%	-8%	11%	20
CC(=O)Nc1cccc(C(=O)N2CCC(n3nccc3NC(=O)CC(C)C)CC2)c1	-12%	-7%	-9%	?	-4%	21%	-13
CCOc1ccccc1C(=O)NCC(=O)NCCSc1ccc(Br)cc1	/	0%	/	/	-12%	-21%	?
Cc1c(C(=O)N(Cc2ccccc2Cl)C2CCS(=O)(=O)C2)oc2ccccc12 (stereo unspecified)	51%	-2%	-3%	-14%	-8%	?	-11
Cc1nc2ccccn2c1CN(C)C(=O)C1CCC(=O)N(Cc2cccc(F)c2)C1 (stereo unspecified)	-6%	-5%	-10%	-11%	-10%	14%	-39
Cn1c(Cc2ccc(Cl)cc2)nnc1SCC(=O)NC1CC1	-2%	2%	1%	5%	-9%	26%	25
COc1cccc(C(=O)c2c[nH]c(C(=O)NCc3cccs3)c2)c1	-17%	-18%	7%	-11%	2%	5%	76
COc1ccc(-c2cc(C(=O)N3CCC3)c3ccccc3n2)cc1OC	2%	1%	/	?	12%	6%	6
O=C(O)c1[nH]c2ccc(Cl)cc2c1CCN1C(=O)c2ccccc2C1=O	-24%	-1%	0%	-1%	-3%	20%	-16
O=C(Nc1nc2ccsc2c(=O)s1)c1ccco1	-24%	-18%	-26%	6%	-11%	-9%	15
CC1C2CC(C(CN(C)C)/C2=N/O)C1(C)C (stereo unspecified)	-10%	-15%	-2%	?	-5%	11%	-3
CCCCCCCCCCCCN1[C@@H](CC(C)=O)c2cc(C(F)(F)F)ccc2S1(=O)=O	/	0%	/	/	20%	19%	136
C=CC1=C(C(=O)O)N2C(=O)[C@@H](NC(=O)/C(=N/OCC(=O)O)c3csc(N)n3)[C@H]2SC1	/	-5%	/	/	35%[activator]	8%	-21
CN(C)c1ccc(P(=O)(OC2CCCCC2)C(Nc2ccccc2)c2cccnc2)cc1 (stereo unspecified)	57%	2%	3%	4%	-23%	-13%	-34

# Structures above containing a CF3 group, in the order listed:
Structure	AmpC inh no detg	Tb PYK inh	LmPK inhibitor	AmpC detergent	AMA1-RON2 inh	HCV inhibitor	HCMV inh
O=C(CSc1nc(-c2cccs2)cc(C(F)(F)F)n1)NCCCN1CCOCC1	26%	2%	0%	-10%	-1%	?	7
CCCCCCCCCCCCN1[C@@H](CC(C)=O)c2cc(C(F)(F)F)ccc2S1(=O)=O	/	0%	/	/	20%	19%	136

# The listing continues.
Structure	AmpC inh no detg	Tb PYK inh	LmPK inhibitor	AmpC detergent	AMA1-RON2 inh	HCV inhibitor	HCMV inh
Cc1nnsc1C(=O)NC(=O)Nc1ccc(F)c(Cl)c1	-22%	-9%	-6%	2%	-2%	13%	73
CC1(C)SC2c3ccccc3C(=O)N2[C@@H]1C(=O)NC1CCCC1 (stereo partly specified)	-14%	0%	1%	-3%	-1%	2%	-30
Cc1ccc(-c2cc(-c3ccccc3Cl)[nH]n2)c(O)c1	-34%	0%	-3%	?	57%[activator]	?	74
O=C(OCC(=O)N1CCCc2ccccc21)c1ccccc1NCCO	-11%	2%	/	-11%	11%	-14%	-7
N/C(=N\OS(=O)(=O)c1ccccc1)c1ccccn1	-17%	3%	0%	-5%	30%[activator]	7%	?
C/C(=N\NC(=O)CCC(=O)NCc1ccccc1)c1ccco1	88%	-8%	-11%	-14%	44%[activator]	10%	-36
COc1ccccc1CP(=O)(c1ccccc1)c1ccccc1	-1%	-8%	11%	0%	-6%	36%[activator]	16
CS(=O)(=O)N1CCC(N2CCN(Cc3ccccc3)C(=O)C2=O)CC1	/	-2%	/	1%	/	/	-3
CCc1nc2ccc(C(=O)NC3CCN(Cc4ccccc4)CC3)cn2c1N(C)Cc1cccs1	/	7%	/	/	-1%	/	-14
O=C(NC(=S)Nc1ccc(Oc2ccccc2)cc1)c1ccc(Cl)cc1	-34%	-4%	-5%	2%	-3%	?	-29
CCN(CC)C(=S)SCC(=O)c1c(C)[nH]c2ccccc12	-17%	4%	3%	-8%	-13%	?	-17
COc1ccc(N2CCN(C(=O)CNC(=O)Cn3c(C)cc4ccccc4c3=O)CC2)cc1	-7%	7%	2%	1%	-1%	-13%	24

# Screening results as filed in PubChem.
